High-throughput results (PubChem)
GPR151 ag: activators of human GPR151, primary screen, cell-based, PathHunter beta-arrestin, luminescence. activation, % at 11.2 µM. PathHunter beta-arrestin GPR151 cells. G-protein coupled receptor 151 (Homo sapiens), Q8TDV0. hit rate 1% among 650,000; in the data active = activation above about 4.9%;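 note: 0% = median of compound wells and 100% = cells with positive control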
MITF inh: MITF inhibitors, primary screen, biochemical, AlphaScreen, human. AlphaScreen MITF homodimerization, bead proximity signal. inhibition, % at 2.6 µM. hit rate 0.91% among 650,000; in the data active = inhibition above about 50%;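 note: 0% = vehicle wells with protein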
TEAD-YAP block: TEAD-YAP interaction inhibition, primary screen, TEAD-YAP interaction inhibitor project, luminescence, HEK-TIYL cells; TEAD-Gal4/YAP UAS-luciferase luminescence; inhibition, % at 9.12 µM; hit rate 1.4% among 640,000; in the data active = inhibition above about 32%;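 note: 0% = median of test compound wells and 100% = reference inhibitor wells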
FBW7 act: FBW7 E3 ligase activators, primary screen, biochemical, AlphaScreen, human | F-box/WD repeat-containing protein 7 (Homo sapiens), Q969H0 | AlphaScreen FBW7–phospho-cyclin E peptide binding, activator screen | normalized activity (activation), % at 26.1 µM | hit rate 0.13% among 650,000 | AID 1259310, 2017; in the data active = normalized activity above about 1.9%;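 note: purified mutant Fbw7 with reduced substrate affinity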
Target sequence (Q969H0 whole entry, looked up): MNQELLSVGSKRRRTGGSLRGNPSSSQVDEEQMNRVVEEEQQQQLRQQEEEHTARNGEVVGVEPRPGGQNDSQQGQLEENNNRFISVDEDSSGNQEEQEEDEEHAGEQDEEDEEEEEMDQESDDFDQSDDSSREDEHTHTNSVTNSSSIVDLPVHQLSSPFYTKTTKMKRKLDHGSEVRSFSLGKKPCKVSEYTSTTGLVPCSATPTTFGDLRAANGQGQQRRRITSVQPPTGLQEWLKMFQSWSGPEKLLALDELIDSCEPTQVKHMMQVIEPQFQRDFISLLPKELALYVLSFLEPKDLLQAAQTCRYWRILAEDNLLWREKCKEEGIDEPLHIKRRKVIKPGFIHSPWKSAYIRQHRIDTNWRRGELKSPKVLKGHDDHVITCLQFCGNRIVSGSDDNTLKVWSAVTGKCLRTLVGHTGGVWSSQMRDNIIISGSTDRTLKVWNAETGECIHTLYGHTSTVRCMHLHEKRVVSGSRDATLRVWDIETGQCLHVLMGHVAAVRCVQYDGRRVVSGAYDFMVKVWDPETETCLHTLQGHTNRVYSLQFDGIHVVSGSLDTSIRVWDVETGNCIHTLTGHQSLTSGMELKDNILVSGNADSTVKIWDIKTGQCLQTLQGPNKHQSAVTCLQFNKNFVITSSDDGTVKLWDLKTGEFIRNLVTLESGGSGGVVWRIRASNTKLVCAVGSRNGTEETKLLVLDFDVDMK
The depositor's hits bear a star.

SMILES	GPR151 ag	MITF inh	TEAD-YAP block	FBW7 act
COc1cc(/C=N/Nc2ccc(Cl)c(C(=O)O)c2)ccc1OCC(N)=O	-0.9	4.7	-33.8	-0.1
Cc1cccc(-n2nc3c(c2NC(=O)C(C)(C)C)CSC3)c1C	0.9	4.5	-0.8	0.7
O=C(NCCN1CCCC1)c1cn(-c2ccc(F)cc2F)c(=O)c2ccccc12	-1.1	6.2	-14.2	-0.1
Nc1c(C(=O)c2ccc(Br)cc2)sc2nc(-c3ccc(Br)cc3)ccc12	1.9	10.2	0.0	0.1
Cc1cccc(/C(N)=N/OC(=O)COc2ccc(C)cc2Br)c1	-1.1	7.2	-18.4	0.5
Nc1ncnc(NCCCn2ccnc2)c1[N+](=O)[O-]	2.4	-3.9	11.8	-0.1
CC(Oc1ccccc1)C(=O)N1CC(=O)Nc2ccc(F)cc2C1c1ccccc1 (centres undefined)	-1.7	-12.9	2.2	0.2
O=C1CCCC2=C1C(c1cccc(O)c1)c1ccc3ncccc3c1N2 (centres undefined)	-0.6	5.3	-10.8	-0.2
O=C(Nc1ccccc1)C1C2C=CC(C2)C1C(=O)Nc1ccccc1 (centres undefined)	0.4	2.7	2.2	0.0
CC(C)n1c(C2CC(=O)N(c3ccccc3F)C2)nc2ccccc21 (centres undefined)	1.7	-6.5	7.2	-0.1
COC(=O)c1ccccc1NC(=O)c1ccncc1	2.0	10.4	1.5	-0.1
Cn1ccc(C(=O)Nc2c(F)c(F)cc(F)c2F)n1	-1.1	15.6	-12.5	0.0

The last 4 compounds of the section before lead into the next:
SMILES	GPR151 ag	MITF inh	TEAD-YAP block	FBW7 act
O=C(Nc1ccccc1)C1C2C=CC(C2)C1C(=O)Nc1ccccc1 (centres undefined)	0.4	2.7	2.2	0.0
CC(C)n1c(C2CC(=O)N(c3ccccc3F)C2)nc2ccccc21 (centres undefined)	1.7	-6.5	7.2	-0.1
COC(=O)c1ccccc1NC(=O)c1ccncc1	2.0	10.4	1.5	-0.1
Cn1ccc(C(=O)Nc2c(F)c(F)cc(F)c2F)n1	-1.1	15.6	-12.5	0.0
Cc1cc(=O)[nH]c(SCCOc2ccccc2C#N)n1	-1.6	0.6	-19.0	0.1
N#Cc1ccc(-c2ccc(OCC(O)CN3CCOCC3)cc2)cc1 (centres undefined)	-0.4	-5.8	-7.0	-0.2
Cc1nc2c(C)c(-c3ccccc3)[nH]n2c(=O)c1C	1.1	-0.1	-21.7	0.0
CCc1nn(CC(=O)N2CCN(c3ccc(F)cc3)CC2)c(=O)c2cc3occc3n12	0.4	7.8	-0.2	0.0
CC(C)Oc1ccc(/C=N/N=C2\NC(=O)C(CC(=O)O)S2)cc1 (centres undefined)	0.2	1.1	4.5	0.1
C/C(CC(=O)Nc1ccc(F)cc1)=N\NC(=O)c1ccc(Br)cc1	0.9	-7.2	-19.9	0.0
N#Cc1c(NC(=O)COc2ccc(Cl)cc2Cl)sc2c1CCCCC2	1.0	12.7	5.0	0.1
Cc1cccc(NC(=O)c2c(NC(=O)C(F)(F)F)sc3c2CCCC3)c1	0.7	14.2	-19.1	0.7
CCOC(=O)c1sc(NC(=O)C(C)Sc2nnc(CNC(=O)c3cccc(F)c3)n2-c2ccc(F)cc2)c(C(=O)OCC)c1C (centres undefined)	-1.1	-4.0	-6.8	-0.1
O=C1CN(C(=O)CN2CCOCC2)C(c2ccccc2)c2cc(Br)ccc2N1 (centres undefined)	-1.2	17.8	8.2	0.1
CN1C(N)=NC(=O)/C1=C/c1cc2c(cc1Cl)OCO2	-0.5	-7.7	-13.9	0.5
O=C(O)c1ccc2c(c1)sc1nc(-c3ccccc3)cn12	-4.3	-17.9	26.1	0.3
COc1ccc(NC(C)C(=O)N/N=C/c2cc(Br)c(O)c(OC)c2)cc1 (centres undefined)	-1.9	0.8	-5.9	-0.1
COc1nc(OC)nc(Oc2ccccc2C(=O)O)n1	-0.8	16.6	1.6	-0.1
COc1ccc(C(=O)Nc2nn3c(-c4cccc(C)c4)nnc3s2)cc1OC	-0.5	1.4	2.9	-0.1
O=S(=O)(NCC1CCN(Cc2ccccc2)CC1)c1cccs1	-1.7	17.1	7.5	0.8
O=C(Cc1ccccc1)NCC(=O)NC1CCCC1	-0.5	-3.8	0.6	-0.1
O=C(O)C1C2C=CC(O2)C1C(=O)NC(c1ccccc1)c1ccccc1 (centres undefined)	-0.3	10.0	2.7	0.1
O=C1NC2(CCN(C(=O)c3csc4c3CCCC4)CC2)Nc2ccccc21	-1.3	20.6	40.4*	-0.1
O=C(Nc1ccc(N2CCOCC2)c(Cl)c1)c1ccc(Cl)c([N+](=O)[O-])c1	-0.4	5.0	4.8	1.3
C=CCNC(=O)CSc1nc(O)c(C(C)C)c(=O)[nH]1	-0.3	11.4	-1.9	0.2
COc1ccc(CNC(=O)COc2ccc(C#N)cc2)cc1	3.0	-0.6	-5.2	0.0
CN1C(=O)c2cccc3c(S(=O)(=O)Nc4cccc(C(=O)O)c4)ccc1c23	0.6	13.2	3.1	0.6
O=S(=O)(c1ccc(S(=O)(=O)N2CCC3(CC2)OCCO3)cc1)N1CCOCC1	0.1	28.7	1.4	0.0
c1cc(Nc2nc(Nc3ccc4c(c3)OCO4)c3[nH]cnc3n2)ncn1	-0.4	9.4	-27.0	26.9*
CC(C)c1nnc2n1CCN(C1CCN(Cc3ccccc3)CC1)CC2	-0.2	-10.3	-5.2	-0.1
CC1CCC2=NN(C(=O)c3cccc(Br)c3)C(O)(C(F)(F)F)C2C1 (centres undefined)	-0.9	9.6	-1.6	0.1
O=C(COC(=O)c1cc(Cl)ccc1[N+](=O)[O-])NCC(F)(F)F	-0.3	11.5	-7.2	0.2
S=C(Nc1ccccc1)N1CCc2ccccc2C1	0.6	5.0	-8.2	-0.1
CCOC(=O)CCC(=O)N1CCOCCOCCOCC1	-1.1	-10.5	-7.8	-0.1
Cc1ccccc1NC(=O)C1CC(=O)N(c2ccc(Br)cc2)C1 (centres undefined)	1.2	9.1	0.5	0.1
O=C(Nc1nc2c(F)cc(F)cc2s1)C1CC1	-1.1	-4.6	-35.8	-0.1
O=C(c1ccccc1)n1c(=S)nc2ccccn21	-2.0	14.4	40.2*	0.3
COc1cc(C)c(NC(=O)c2cc3ccccc3o2)cc1C(C)C	1.7	-0.3	11.2	-0.2
CCC(c1nnc(SCCNCCO)n1-c1ccccc1)N(C)C (centres undefined)	0.8	-5.2	-14.5	0.0
Cc1sc(/N=C/c2ccco2)c(C#N)c1C	2.2	43.6	-1.9	-0.2
CCCCCn1c(SCC#N)nc2cc(C(=O)Nc3cccc(Cl)c3)ccc2c1=O	2.0	16.3	2.9	0.0
COc1ccc(NC(=S)N2CCn3cccc3C2c2ccc(F)cc2)cc1 (centres undefined)	-0.5	13.4	-3.7	0.0
CC1=C(C(=O)OC(C)C)C(c2ccc(Cl)cc2)C2=C(CC(c3ccccc3)CC2=O)N1 (centres undefined)	0.9	-4.8	-0.6	0.7
CCCC(=O)N(CCN(Cc1ccccc1)C(=O)CCC)Cc1ccccc1	1.0	6.2	6.0	0.0
COc1cc(NC(=O)c2cccc(-n3cc(NS(=O)(=O)c4ccccc4)cn3)c2)cc(OC)c1OC	0.9	4.3	9.0	-0.1
O=c1c2ccc(-c3n[nH]c(=S)o3)cc2nc2n1CCCCC2	1.4	-7.8	-0.1	0.1
NCCC(=O)NC(c1ccc(Cl)cc1)c1nc2ccc(-c3cn[nH]c3)cc2c(=O)[nH]1 (centres undefined)	-2.0	7.3	2.5	-0.5
Cc1ccnc(NC(=O)C2CC(=O)N(c3ccccc3F)C2)c1 (centres undefined)	-1.9	-0.3	-3.0	0.0
O=C1NC(=O)N(c2cccc(Br)c2)C(=O)/C1=C/c1ccc(F)cc1	1.6	11.8	4.4	0.0
CC(=O)Nc1ccc(C(=O)OCC(=O)NC(=O)NCc2ccccc2)cc1	-1.9	11.0	-0.1	0.0
CCOC(=O)c1cccc(NC(=O)COc2ccc(C(C)C)cc2)c1	2.6	6.5	-57.3	0.1
Cc1ccsc1/C=C(\C#N)C(=O)NCc1cccnc1	12.4*	-6.1	2.1	0.1
COCCNC(=O)C(c1ccco1)N(Cc1ccco1)C(=O)Cn1nnc2ccccc21 (centres undefined)	-1.4	3.5	-3.9	-0.1
COC(=O)c1ccccc1NC(=O)CSc1nc2ccsc2c(=O)n1CCCCCC(=O)NCc1ccc(C)cc1	-1.3	3.4	4.4	0.0
Cc1cc(C=C2C(=O)NC(=O)NC2=O)c(C)n1-c1ccc(Br)cc1F	3.9	11.2	0.3	0.5
CC(=O)C[n+]1cccc2cccc(O)c21	-0.2	0.5	-2.0	-0.1
CN(Cc1ccc([N+](=O)[O-])cc1)C1CCCCC1	-0.9	24.7	2.1	-0.2
C/C(=N/NC(N)=S)c1cc2cc([N+](=O)[O-])ccc2oc1=O	-0.4	29.3	-1.1	-0.9
CNC(=O)[C@@H]1C[C@H](NCc2ccccc2Cl)CN1Cc1cccc2ccccc12	0.2	-11.8	7.5	0.0
COc1cccc(NC(=O)CSC2=C(C#N)C(c3cccs3)C3=C(CCCC3=O)N2)c1 (centres undefined)	-0.8	16.2	4.3	0.0
COc1ccc(/C=c2/sc3nnc(-c4ccccc4)n3c2=O)cc1OC	-1.4	13.4	1.8	0.3
CC1=CN2C(=O)C(Cc3ccc(Cl)cc3)(NC(=O)c3ccccc3)N=C2C=C1 (centres undefined)	0.6	18.4	-4.1	0.1
N#Cc1c(NC(=O)c2cccc(S(=O)(=O)N3CCOCC3)c2)sc2c1CCCC2	-0.9	-2.1	-13.9	-0.1
C=CCNC(=O)c1ccc(OCC(=O)C2CC2)cc1	-0.4	-0.3	-0.6	0.0

Entries of single compounds, quoted from the list. Screens in order: GPR151 ag, MITF inh, TEAD-YAP block, FBW7 act
Shown for C/C(=N/NC(N)=S)c1cc2cc([N+](=O)[O-])ccc2oc1=O = -0.4, 29.3, -1.1, -0.9
Shown for COCCNC(=O)C(c1ccco1)N(Cc1ccco1)C(=O)Cn1nnc2ccccc21 (centres undefined) = -1.4, 3.5, -3.9, -0.1

Nothing new here: entries from further up.
SMILES	GPR151 ag	MITF inh	TEAD-YAP block	FBW7 act
COC(=O)c1ccccc1NC(=O)CSc1nc2ccsc2c(=O)n1CCCCCC(=O)NCc1ccc(C)cc1	-1.3	3.4	4.4	0.0
Cc1cc(C=C2C(=O)NC(=O)NC2=O)c(C)n1-c1ccc(Br)cc1F	3.9	11.2	0.3	0.5
CC(=O)C[n+]1cccc2cccc(O)c21	-0.2	0.5	-2.0	-0.1
CN(Cc1ccc([N+](=O)[O-])cc1)C1CCCCC1	-0.9	24.7	2.1	-0.2

New compounds follow
SMILES	GPR151 ag	MITF inh	TEAD-YAP block	FBW7 act
COc1ccccc1-c1ccc2c(c1)C(C)(Cc1c(C)noc1C)C(=O)N2 (centres undefined)	-0.2	17.2	-5.4	0.0
COc1ccccc1N1CCN(c2ncnc3sc(C(=O)Nc4ccc(F)cc4)c(C)c23)CC1	-0.2	1.4	-3.4	-0.1
COc1ccc(C(C)=O)cc1COC(=O)c1cnc(C)cn1	0.7	3.6	-3.6	-0.1
Cc1cc(C)n(C(CC(=O)O)C(=O)O)n1 (centres undefined)	1.1	-0.4	-11.5	0.0
CCCCN1C(=O)c2c(Oc3ccc(C)cc3)cc([N+](=O)[O-])cc2Oc2ccccc21	-0.5	17.6	4.2	0.1
O=C(CSc1nc2ccccc2c2nc(-c3ccccc3)nn12)NCc1ccco1	-1.4	-0.3	2.6	0.3
Clc1ccccc1/C=N/Nc1nccnc1Cl	-6.8	-4.7	-53.3	0.1
C=CCN=c1scc(-c2ccco2)n1/N=C/c1c[nH]c2ccccc12	0.6	13.9	-2.3	0.0
O=C(CSc1ccc2nnc(-c3cccc(F)c3)n2n1)N1CCCCC1	0.1	-3.0	-18.3	-0.3
O=C(Nc1nc(-c2ccccn2)cs1)c1cc(Cl)sc1Cl	1.0	30.6	20.2	-0.3
CC1Cc2ccccc2N1C(=O)c1cc2c(=O)n3ccccc3nc2n1C (centres undefined)	-0.6	1.4	4.5	-0.1
CNc1cc(N2CCN(C(=O)Cc3ccccc3)CC2)ccc1[N+](=O)[O-]	-0.9	-4.0	-5.2	-0.2
CCOC(=O)CCCN(Cc1ccc(F)cc1)S(=O)(=O)c1ccc(F)c(C)c1	3.2	13.5	4.9	0.1
Cc1ccc(Cl)c(OC(=O)c2nn(C)c(=O)c3ccccc23)c1	0.7	-3.5	1.9	-0.2
COc1cc(Nc2ccc(C(=O)O)cc2[N+](=O)[O-])cc(OC)c1	0.4	-0.1	-5.5	0.1
COc1ccc(C2C(C(=O)OC3CCCCC3)=C(C)NC3=C2C(C)(C)CC(=O)C3)cc1Br (centres undefined)	-0.7	-5.9	3.6	1.4
O=C(Nc1cccc2c1C(=O)N(c1ccccc1)C2=O)c1ccccc1F	-1.0	-3.4	-0.8	-0.1
c1ccc(N2CCN(c3nc4ccccc4c4nc(-c5ccncc5)nn34)CC2)nc1	-1.4	-2.6	-5.3	-0.1
CCn1c(C(=O)O)c(CNC2CCCCCC2)c2ccc(C)cc21	2.0	5.9	-14.4	0.2
O=C(NCCc1ccccn1)c1cc(COc2cccc3cnccc23)on1	2.8	2.5	-2.3	0.3
c1cc(Nc2ccc(N3CCOCC3)cc2)nc(Nc2ccc(N3CCOCC3)cc2)n1	2.8	8.6	13.6	-0.2
